Apaf-1 inh: human Apaf-1 inhibition; O14727; reconstituted apoptosome caspase-3 activity, DEVD-Rh110 fluorescence; inhibition, % at 20 µM; 330,000 compounds, 0.71% hits; AID 489030; active = inhibition of at least 40% at 20 µM;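 note: plate controls were DMSO wells for no effect and DEVD-CHO caspase inhibitor wells for full effect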
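Assay system – apoptosome proteins · Medium – Hepes buffer, pH 7.5 · Also added – cytochrome c with DEVD-Rh110 · Timing – 30 min compound preincubation, 50 min activation, room temperature · Detection – Rh110 fluorescence, excitation 480 nm, emission 540 nm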
SENP1 inh: SENP1 (human) catalytic domain inhibition | recombinant SENP1 catalytic domain, CyPet-SUMO1-YPet FRET cleavage | 360,000 compounds, 0.21% hits | inhibition, % at 10 µM | Q9P0U3;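 active = inhibition at least 30% at 10 µM, raw YFP signal under a set limit, fluorescence ratio 0.5 to 1.5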;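 note: 0% = enzyme with DMSO and 100% = no enzyme wells; some results filed as inactive read as strong as hits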
Target sequence (Q9P0U3 419-644 limits assumed): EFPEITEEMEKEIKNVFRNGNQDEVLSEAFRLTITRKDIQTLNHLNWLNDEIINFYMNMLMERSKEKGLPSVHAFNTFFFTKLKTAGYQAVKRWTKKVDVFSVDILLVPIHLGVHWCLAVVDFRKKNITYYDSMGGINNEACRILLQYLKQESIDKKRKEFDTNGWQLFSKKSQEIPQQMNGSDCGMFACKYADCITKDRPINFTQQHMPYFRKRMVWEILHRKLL
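material = recombinant human SENP1 catalytic domain, His6-tagged | quantity = 20 pM enzyme | reagent = 25 nM SUMO1 FRET substrate | compound dosing = 10 µM single point, 0.5% DMSO | timing = 50 min enzyme reaction, room temperature, light-protected | detection = FRET, CFP and YFP emission | control set = no-enzyme low, enzyme-DMSO high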
SENP7 block: SENP7 protease inhibition; AID 434973; Q9BQF6; recombinant SENP7, Z-RLRGG-aminoluciferin luminescence, 40 min; inhibition, % at 5 µM; 330,000 compounds, 1.5% hits;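 active = inhibition above about 50% at the single test dose, limit read from the data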;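 note: plate controls were DMSO with enzyme for no effect and no enzyme buffer wells for full effect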
Target sequence (Q9BQF6 706-1050 limits assumed): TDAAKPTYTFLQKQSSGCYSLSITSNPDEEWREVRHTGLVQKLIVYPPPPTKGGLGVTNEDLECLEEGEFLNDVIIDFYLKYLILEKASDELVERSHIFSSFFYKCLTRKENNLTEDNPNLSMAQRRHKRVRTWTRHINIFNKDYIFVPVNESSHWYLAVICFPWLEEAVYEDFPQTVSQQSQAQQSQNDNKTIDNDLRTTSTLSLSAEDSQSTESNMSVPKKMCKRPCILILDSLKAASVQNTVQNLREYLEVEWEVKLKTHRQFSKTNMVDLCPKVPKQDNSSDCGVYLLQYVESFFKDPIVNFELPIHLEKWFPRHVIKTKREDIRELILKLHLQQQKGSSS
NLRP3 yeast inh: NALP3 inhibition in yeast | Yeast reconstituted NLRP3/ASC/caspase-1, beta-gal luminescence, 24 h | inhibition, % at 10 µM | 330,000 compounds, 0.39% hits;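 active = inhibition of 50% or more; inactive = inhibition below 50%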;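 note: plate controls were induced DMSO wells for no effect and uninduced yeast grown without galactose for full effect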
HKDC1 inh: blocks human hexokinase HKDC1 activity. Q2TB90. recombinant HKDC1, G6PDH/diaphorase resazurin coupled fluorescence. inhibition, % at 20 µM. 340,000 compounds, 0.16% hits. AID 493160;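 active = inhibition above about 35% when tested at 20 µM, limit read from the data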;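 note: plate controls were DMSO wells with enzyme for no effect and DMSO wells lacking enzyme for full effect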
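Test system: Recombinant HKDC1 (HK5) hexokinase enzyme, produced in-house | Input: HKDC1 at 5 µg/mL | Buffer or medium: Tris pH 8.0 buffer with MgCl2, Tween-20, BSA, BME | Schedule: 90 min reaction incubation at room temperature, dark | Technique: Resazurin-to-resorufin fluorescence via G6PDH and diaphorase coupling, 525/613 nm | Controls: DMSO wells with and without enzyme mix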
SENP8 block-1: SENP8 (human) protease inhibition; Q96LD8; recombinant SENP8, Nedd8 substrate fluorescence; inhibition, % at 20 µM; 360,000 compounds, 0.64% hits; AID 602440; in the data active = inhibition mostly above about 40%, no sharp cut-off; inactive = mostly below about 27%
Target sequence (Q96LD8 whole entry, looked up): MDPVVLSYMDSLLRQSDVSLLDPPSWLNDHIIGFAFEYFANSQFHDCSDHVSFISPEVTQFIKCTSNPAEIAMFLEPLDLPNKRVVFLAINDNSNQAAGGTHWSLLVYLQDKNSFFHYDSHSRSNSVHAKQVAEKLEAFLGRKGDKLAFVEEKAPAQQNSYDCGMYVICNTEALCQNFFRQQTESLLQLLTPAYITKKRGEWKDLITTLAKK
PfGluPho inh: PfG6PD (Plasmodium falciparum) enzyme inhibition. 350,000 compounds, 0.78% hits. AID 504690. PfGluPho enzyme, NADPH resazurin-diaphorase fluorescence. inhibition, % at 20 µM;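 active = inhibition reaching at least a set limit at 20 µM in the primary screen, cut at about 59% in these data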;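 note: 0% = DMSO wells with substrate and 100% = DMSO wells lacking glucose-6-phosphate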
SENP8 block-2: blocks the human protease SENP8; Q96LD8; purified SENP8, Z-RLRGG-aminoluciferin cleavage, luminescence; inhibition, % at 10 µM; 330,000 compounds, 1.2% hits; AID 2540; in the data active = inhibition above about 50%
SENP6 block: SENP6 protease inhibition | inhibition, % at 10 µM | 330,000 compounds, 1.8% hits | Q9GZR1 | Recombinant SENP6 catalytic domain, aminoluciferin luminescence;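 active = inhibition above about 50% at the single tested dose, limit read from the data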;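 note: plate controls were DMSO wells with enzyme for no effect and DMSO wells lacking enzyme for full effect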
Active calls of the source: *; x = no result given.

Each structure is followed by: Apaf-1 inh, SENP1 inh, SENP7 block, NLRP3 yeast inh, HKDC1 inh, SENP8 block-1, PfGluPho inh, SENP8 block-2, SENP6 block
1) COc1ccc(N(C)C(=O)c2cc3c(s2)-c2ccccc2OC3)c(OC)c1
  14, 2, -11, 12, 0, -20, 13, -5, 5
2) Cc1c(C(=O)N2CCCCC2)sc(NC(=O)C(C)C)c1C#N
  -10, -3, -1, 3, -10, 1, -24, -1, -5
3) CCCc1ncc(C(O)c2cccc3ccccc23)n1C (stereo unspecified)
  -7, 4, 0, 8, -6, 27, 8, 2, -10
4) COc1ccc(OCC(=O)Nc2ccc3c(c2)nc(CCNC(C)=O)n3C)cc1
  -7, 2, 10, 26, 3, 9, -1, -5, -10
5) Cc1nc(NCc2ccco2)nc2c1C(=O)CC(C)C2 (stereo unspecified)
  -9, 0, 5, -1, -6, 14, -15, 2, -12
6) COc1cccc(/C=C/C(=O)c2ccc[nH]2)c1
  6, 1, -14, -5, -2, 27, 17, -37, -38
7) COC(=O)CCC(=O)Nc1nc(-c2ccccc2)cs1
  -1, -4, 0, 33, -2, 7, 3, 0, 7
8) CN(C)C(=O)NC1c2ccccc2-c2ccccc21
  -5, 0, 3, 22, -3, 11, -5, 0, -9
9) CC(C)(C)N/N=C/c1c(O)n(-c2ccc(Cl)cn2)c(=O)c2ccccc12
  -11, -31, -2, 11, 0, -135, 1, -10, -1
10) N#CCCn1nc(-c2ccccc2)cc1-n1c(C(F)(F)F)nc2ccccc21
  20, -3, 0, 2, 2, 8, 6, 1, -16
11) O=C(COc1cccc(Cl)c1)Nc1ccc(N2CCOCC2)cc1
  -1, 1, -3, 10, -4, 23, -11, -9, 1
12) CC(C)N1CCc2c(sc(NC(=O)c3ccc([N+](=O)[O-])o3)c2C(N)=O)C1
  0, -7, -7, 17, x, 19, x, 6, 7
13) CCOc1ccc(NC(=O)c2ccccc2O)cc1
  1, 1, 38, 26, 0, 5, -11, 36, 64*
14) C=CCn1c(N)c(C(=O)NC2CCCCC2)sc1=S
  -5, 1, 10, 24, 9, 16, 33, 1, -4
15) CCOc1ccc(NC(=O)CC2C(=O)N(C)C(=S)N2CCCc2ccccc2)cc1 (stereo unspecified)
  7, 1, 6, 10, -4, 11, 10, -2, -12
16) CCC(Oc1ccccc1)C(=O)Nc1ccccc1C(=O)N1CCOCC1 (stereo unspecified)
  -1, -4, -4, -13, 1, 4, -10, 4, 9
17) O=C(Nc1ccccc1C(=O)Nc1ccccc1C(=O)NCc1ccco1)c1ccco1
  -3, -1, 0, 12, -4, -92, 9, -6, -24
18) Cc1cc(C)cc(N=Cc2[nH]c3ccc(Br)c(Cl)c3c2O)c1
  x, 7, x, x, 3, 11, 8, x, x
19) CC(=O)Nc1nonc1-c1nc2ccccc2n1C
  -4, 0, 0, -1, -8, -126, 17, 3, 13
20) C/C(=N/OC(=O)c1ccc(Br)cc1)c1ccc(C)cc1
  0, 6, 8, 25, -2, 12, 12, -18, 0
21) O=C(CCc1nc(-c2ccccc2F)no1)NCCN1CCOCC1
  -1, 0, 8, 2, 1, 11, -5, 8, -10
22) Cc1ccc(C(=O)Nc2ccccc2-c2ccccc2)cc1S(=O)(=O)Nc1cccc(C)c1C
  15, 1, 2, 15, -4, 18, -7, 7, 3
23) COc1ccc(C2=CC(=O)OC(C)(c3ccccc3)O2)cc1 (stereo unspecified)
  13, 2, -4, -3, -7, -26, 8, -8, -4
24) CCOc1cc(NC(=O)c2ccco2)c(OCC)cc1NC(=O)c1ccco1
  -5, -62, 4, 15, 5, -77, -14, 9, -29
25) O=c1c2ccc([N+](=O)[O-])cc2ncn1CCOc1ccccc1
  1, -69, -1, 0, 2, -97, 16, 0, 10
26) CCC1=NN(C(=O)c2cccnc2)C(O)(C(F)(F)F)C1 (stereo unspecified)
  -1, 1, -6, 9, -11, 8, -8, -8, -4
27) O=c1[nH]nc(CNc2cccc(C(F)(F)F)c2)c2ccccc12
  -5, 0, 3, -1, 7, 15, 17, -8, -9
28) Cc1[nH]c2ccccc2c1C1=NNC(=Nc2ccc(F)cc2)SC1
  10, 2, 4, 19, -27, -47, 23, 0, 5
29) CN1CCC(N(C)CC(=O)Nc2ccccc2N2CCOCC2)CC1
  -6, 4, 5, -2, -6, 9, -5, 2, 14
30) CN(C(=O)c1ccc(NC(=O)Cc2cccc(NC(=O)C3CCCN(C(=O)C4CCC4)C3)c2)cc1)C1CC1 (stereo unspecified)
  x, 2, x, x, -3, 4, -12, x, x

Fetched by structure from above (2):
Each structure is followed by: Apaf-1 inh, SENP1 inh, SENP7 block, NLRP3 yeast inh, HKDC1 inh, SENP8 block-1, PfGluPho inh, SENP8 block-2, SENP6 block
19) CC(=O)Nc1nonc1-c1nc2ccccc2n1C
  -4, 0, 0, -1, -8, -126, 17, 3, 13
16) CCC(Oc1ccccc1)C(=O)Nc1ccccc1C(=O)N1CCOCC1 (stereo unspecified)
  -1, -4, -4, -13, 1, 4, -10, 4, 9

The results go on:
Each structure is followed by: Apaf-1 inh, SENP1 inh, SENP7 block, NLRP3 yeast inh, HKDC1 inh, SENP8 block-1, PfGluPho inh, SENP8 block-2, SENP6 block
31) O=C(COC(=O)CCc1c[nH]c2ccccc12)Nc1cc([N+](=O)[O-])ccc1Cl
  9, 2, -3, -3, 14, 8, 7, -12, -18
32) COc1cccc(C(=O)Oc2ccc3ccc(O)cc3c2)c1
  -1, x, 38, 23, 4, x, 19, 38, 69*
33) CCCCn1c(N)c(N(CC)C(=O)CSc2nnc(-c3ccco3)n2CC)c(=O)[nH]c1=O
  2, 2, 5, -2, 3, 26, 4, -2, -11
34) CC(=O)N[C@@H](Cc1c[nH]c2ccccc12)C(=O)OCC(=O)Nc1ccc(Cl)c(S(=O)(=O)N(C)C)c1
  -1, 4, 7, 6, -4, 10, -3, 5, 13
35) Cc1cccc2[nH]c(CN(C)C(=O)C3CCC(=O)N(C4CC4)C3)nc12 (stereo unspecified)
  -7, 2, 3, 10, -5, 4, 4, -4, -8
36) COc1ccc(C(=O)NCCSCc2ccccc2C)cc1
  3, -1, -3, 31, 0, 15, -2, 0, -7
37) CN(C)S(=O)(=O)N1CCN(C(=O)c2cccs2)CC1
  -13, 1, 1, 14, -9, 14, -14, 3, -8
38) CCn1c(CSc2nnc(-c3ccc4c(c3)OCO4)o2)nc2cc(S(=O)(=O)N(C)C)ccc21
  10, -46, 0, -2, 5, -203, 8, -6, -9
39) COc1ccc(Nc2nc(-c3ccccc3)nc3ccccc23)cc1S(=O)(=O)N1CCOCC1
  -7, -1, -7, -7, 25, -443, 21, -7, -3
40) COc1ccc2c(c1)-c1nc(N)sc1CC2
  16, 1, -4, 21, 28, -137, 33, -9, -11
41) O=C(CSc1ccccc1)Nc1cc(Cl)ccc1Oc1ccccc1
  14, 2, 8, 22, -6, 25, -7, -3, 14
42) CC(=O)Nc1ccc(SCC(=O)OCC(=O)NC(=O)NCCC(C)C)cc1
  1, 2, 2, 4, -4, 10, 7, 6, -8
43) CCn1c(C(=O)N2CCC(C(=O)NCc3ccc4c(c3)OCO4)CC2)cc2sccc21
  18, -4, -14, 4, -2, 4, 28, -11, 0
44) Cc1nc(NC(=O)CCN2C(=O)C3CC=CCC3C2=O)sc1C (stereo unspecified)
  -8, 0, -6, 1, -2, 0, 10, 5, -8
45) COc1cc(OC)nc(Oc2ccc(NC(C)=O)cc2)n1
  10, 1, 6, -2, -7, 22, 1, 0, 4
46) COc1cccc(Cn2cc(C(=O)NCCN(C)C)nn2)c1
  -3, 0, -1, 8, -6, 1, -3, -6, -28
47) Cc1nc2ccc([N+](=O)[O-])cc2c(=O)n1Cc1ccc([N+](=O)[O-])cc1
  -4, 2, -4, -6, -3, 22, -14, 1, 3
48) CC(=O)N1CCN(C(=S)Nc2cc(S(=O)(=O)N3CCOCC3)ccc2Cl)CC1
  -6, 1, 1, 22, -5, -2, 5, -2, 6
49) Cc1ccc(Nc2nnc(SCC(O)=C(C#N)c3nc4ccccc4[nH]3)s2)c(C)c1
  x, -36, x, x, 1, -459, -7, x, x
50) COc1cc2nc(CN(C)Cc3ccc(OC)c(OC)c3OC)[nH]c(=O)c2cc1OC
  -15, 2, 6, 16, -8, 1, 6, -1, 6
51) COc1ccc(N(CC(=O)NC2CCCC2)C(=O)Cn2nnc(-c3ccc(OC)c(OC)c3)n2)c(OC)c1
  16, 0, 3, -11, -3, 9, 0, 1, -10
52) Cc1ccc(NP(=O)(Nc2ccc(C)cc2)Nc2ccc(C)cc2)cc1
  -11, 2, -3, -3, 0, 4, 6, -17, -21
53) O=C(NCCc1ccccc1)C(=O)NCC1CCCN1S(=O)(=O)c1cccs1 (stereo unspecified)
  9, -7, 13, 15, 0, -6, -3, -10, -9
54) CC(C)(C)NC[C@@H](O)COc1cccc2c1CCCC2=O
  0, 2, -5, 14, -2, -23, -14, -7, 5
55) CCCN(c1nc(C)cc(OC)n1)S(=O)(=O)c1ccccc1
  -9, 0, 1, -8, -2, 0, -3, -3, -5
56) COc1ccc(-c2noc(CCC(=O)NCCN(C)Cc3ccccc3)n2)cc1
  2, 1, 7, 24, -3, 11, -12, 5, 7
57) COc1ccc(-n2c(C)cc(/C=C3\SC(=O)NC3=O)c2C)cc1
  16, -7, 5, 19, 5, -19, 7, 3, 17
58) COc1ccc(/C=N/Nc2nc(C(=O)O)cs2)cc1
  -1, -7, 97*, 22, -2, -120, 0, 96*, 93*
59) CC1=C(C)CC(C(=O)NCc2cccc(Cl)c2)C(C(=O)O)C1 (stereo unspecified)
  -4, 0, -12, -5, x, 6, x, -7, -18
60) COC(=O)c1nn(Cc2ccccc2)c(=O)c2ccccc12
  6, 2, 1, 29, -8, 8, -9, -3, -6
61) COc1ccc(S(N)(=O)=O)cc1C(=O)OCC(=O)N1c2ccccc2NC(=O)C1(C)C
  -8, 0, 4, 16, 3, 1, 15, -2, -8
62) CC(=O)n1c(-c2ccccc2)c(-c2ccccc2)n(C)c1=O
  -16, 0, -3, -8, -5, -256, -10, 4, 5
63) COc1c2ccoc2c(OC(C)=O)c2oc(C)cc(=O)c12
  4, 2, 9, 9, 0, 20, 6, -2, -19

Source: PubChem BioAssay (Sanford-Burnham Center for Chemical Genomics)
